PrPC TRFRET – cell surface PrPC inhibition, primary TR-FRET screen. TR-FRET read-out. P04156. 370,000 compounds, 0.43% hits. inhibition, % at 13.8 µM; in the data active = inhibition above about 24%; also: 0% = median of the test wells and 100% = reference compound wells
3CLpro inhibitor – SARS-CoV 3CLpro protease inhibition; P0C6X7; recombinant SARS-CoV 3CLpro, quenched FRET peptide cleavage; inhibition, % at 6 µM; 290,000 compounds, 0.14% hits; AID 1706; in the data active = inhibition above about 12%
PfHsp40 rescue – restores yeast growth despite PfHsp40 toxicity | S. cerevisiae expressing PfHsp40, growth rescue, ATP luminescence | growth rescue, % at 12.5 µM | 340,000 compounds, 0.68% hits; in the data active = growth rescue above about 28%, passing the limit was not always enough;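 also: yeast W303a lacking pdr1 and pdr3 grown in galactose medium; growth measured after three days at 30 °C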
Vc quorum ag – induces V. cholerae light production without autoinducers; V. cholerae BH1578 lux reporter, luminescence, 6 h; activation, % at 18.7 µM; 350,000 compounds, 0.16% hits; AID 588436; in the data active = activation mostly above about 9.7%, no sharp cut-off; also: not every result past the cut was called active; inactives centre near 0; reference of the scale not given here
PriA SSB inh – K. pneumoniae PriA-SSBct interaction inhibition. AlphaScreen SSBct-PriA binding, biotinylated peptide. inhibition, % at 33 µM. 430,000 compounds, 0.6% hits; in the data active = inhibition mostly above about 37%, no sharp cut-off; inactive = mostly below about 20%;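 also: plate controls were negative control peptide for no effect and reference peptide for full effect; strong numbers were not always called active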
TcdB inh – blocks C. difficile toxin B glycohydrolase activity | 350,000 compounds, 0.24% hits | P18177 | TcdB glycohydrolase enzymatic assay, plate reader | inhibition, % at 9.99 µM; in the data active = inhibition above about 10%
BoNT A protease – blocks Botulinum neurotoxin A light chain protease; multiplex microsphere protease substrate cleavage, flow cytometry; inhibition, % at 10 µM; 360,000 compounds, 0.17% hits; AID 588499; also: plate controls were buffer without enzyme for full effect and enzyme alone for no effect
Y pestis TopoI – blocks Yersinia pestis topoisomerase I activity; Y. pestis Topo-I cleavage product accumulation, plate reader; activity, % at 10 µM; 360,000 compounds, 0.064% hits; AID 504884; in the data active = activity above about 50%, passing the limit was not always enough; also: inactives centre near 2
Anthrax LF inh2 – inhibitors of Bacillus anthracis lethal factor protease; 360,000 compounds, 0.12% hits; inhibition, % at 10 µM; AID 588501; P15917; multiplex microsphere protease cleavage assay, LF; also: plate controls were buffer without enzyme for full effect and enzyme alone for no effect
* marks the source's active call; other numbers are inactive results; i = inactive; / = no result given; & = joins results of further samples. Rule as the data show it, unless noted: active = inhibition above about 30%; inconclusive = no clear call, values can overlap the other calls; inactive = below that. A portion of the library (hit frequency here may not be typical).

SMILES	PrPC TRFRET	3CLpro inhibitor	PfHsp40 rescue	Vc quorum ag	PriA SSB inh	TcdB inh	BoNT A protease	Y pestis TopoI	Anthrax LF inh2
CNS(=O)(=O)c1cccc(C(=O)OCc2cc(Cl)cc3c2OCOC3)c1	0.5	4.0	-0.6	-0.7	-11.1	/	0.6	-3.1	-1.3
COc1c(Br)cc(Br)cc1C(=O)O	-1.2	-4.7	-0.1	-0.7	-3.9	/	-0.3	-8.2	2.8
O=[N+]([O-])c1ccc(NN=CC2CCCCCC2)c([N+](=O)[O-])c1	2.8	/	/	/	/	-0.5	0.1	/	-0.9
O=S(=O)(Nc1cccc2ccccc12)c1ccccc1	5.0	7.1	0.1	-2.2	-0.1	5.7	0.4	3.3	-7.3
COc1cc2c(cc1NC(=O)c1cc(-c3cccnc3)nc3ccc(C)cc13)oc1ccccc12	-0.2	1.1	-0.9	-0.3	-11.4	-3.2	0.2	18.3	-1.0
COc1ccccc1OCCNC(=O)c1ccc(S(=O)(=O)N(C)C)cc1	-1.7	-6.0	-1.0	-0.6	-8.5	1.2	-1.4	8.6	-3.5
Cc1cnc(NC(=O)CN(C)S(=O)(=O)c2ccc(Cl)cc2)s1	3.7	-2.3	0.1	-0.2	-8.0	/	1.0	3.3	-1.8
COC(=O)c1cc(NC(=O)C2CC=CCC2C(=O)O)cc(C(=O)OC)c1 (stereo not given)	3.2	6.2	-1.4	7.6*	-16.1	/	-1.3	2.5	-2.3
CN(Cc1ccccc1)C(=O)c1cccc(NC(=O)Cc2cccc(NC(=O)C3CCN(C(=O)C4CCC4)CC3)c2)c1	-2.3	/	0.1	i	-7.5	0.6	-0.4	25.4	-10.5
CCOC(=O)c1nc[nH]c1C	2.2	-2.3	-0.8	-4.2	-12.5	-0.7	-1.0	-0.5	-6.0
COc1ccc(COC(=O)c2cc([N+](=O)[O-])ccc2N2CCOCC2)cc1F	-1.3	/	0.7	-0.7	9.9	0.7	-4.2	-0.6	2.3
O=C(Nc1ccc2c(c1)OCO2)C1CC(c2ccccc2O)=NO1 (stereo not given)	5.2	8.4	0.6	i	-6.0	-0.9	-0.6	0.1	8.8
COc1ccc(C(=O)COC(=O)CN2C(=O)NC(C)(C)C2=O)cc1OC	5.3	-1.2	-1.0	/	-3.3	/	-0.3	-7.9	-19.0
COC(=O)C1=C(C)N(c2ccc(Cl)c(Cl)c2)C(=O)C1	-2.1	2.7	0.8	0.6	-2.5	/	-0.1	-2.8	3.2
CCOc1ccc(S(=O)(=O)NCc2ccc(F)cc2)c2cccnc12	4.5	3.3	2.1	-14.3	11.1	/	-0.3	3.2	0.4
O=c1oc2ccccc2cc1NCc1ccccc1O	-1.3	2.3	4.0	-0.4	-8.1	-0.1	-0.1	-4.4	5.4
O=C1NCC(Nc2ccc(Br)cc2)C(=O)N1 (stereo not given)	3.2	/	-1.1	i	-3.1	0.3	0.2	3.0	-9.0
CCC[N+](CC#Cc1ccccc1)(CCC)CC(=O)OCC	-8.0	2.0	0.4	0.3	-5.4	/	0.3	-11.6	0.4
Cn1ccsc1=NC(=O)c1ccc(S(C)(=O)=O)cc1	-2.0	0.3	-0.9	0.4	-1.8	1.7	0.3	-4.7	-1.4
Cc1c(C(=O)NCc2cccc(C(F)(F)F)c2)sc(=O)n1Cc1cccc(F)c1	0.9	/	/	-1.0	/	0.4	0.0	16.0	-2.2
O=C(CSc1nc2[nH]ncc2c(=O)[nH]1)Nc1ccc(OC(F)(F)F)cc1	0.2	/	-2.2	-0.3	-6.5	0.4	2.3	7.5	-4.3
COC1=CC(=O)C(O)=C(CCCCCCC/C=C/CCCCCCCC2=C(O)C(=O)C=C(OC)C2=O)C1=O	/	/	-1.0	-0.5	/	/	-0.3	-3.4	-0.2
O=C(/C=C/c1cccc([N+](=O)[O-])c1)Nc1cccc(NC(=O)c2ccco2)c1	-5.1	4.3	-0.2	i	18.8	-2.4	-0.1	-10.3	-3.3
CC(C)C[C@@H](C(=O)O)N(Cc1cccc(CN([C@@H](CC(C)C)C(=O)O)S(C)(=O)=O)c1)S(C)(=O)=O	2.5	-3.2	0.3	i	-3.6	0.1	0.1	-2.3	-5.6
O=S(=O)(Nc1cccc(Oc2cnccn2)c1)c1ccc(F)cc1	3.2	0.6	-1.4	-0.6	-13.4	2.6	-0.3	-8.7	0.6
(continued)
SMILES	PrPC TRFRET	3CLpro inhibitor	PfHsp40 rescue	Vc quorum ag	PriA SSB inh	TcdB inh	BoNT A protease	Y pestis TopoI	Anthrax LF inh2
O=C(COC(=O)c1cncc(Br)c1)NCc1ccc2c(c1)OCO2	3.1	6.1	0.2	i	3.3	1.0	7.9	-0.2	9.2
CC(NC(=O)c1ccc(Br)o1)C1CC2CCC1C2 (stereo not given)	-5.2	-4.5	-0.2	0.0	-3.5	0.2	1.2	1.1	-3.2
O=C(c1[nH]c(C(F)(F)F)nc1-c1ccccc1)N1CCOCC1	-3.3	/	/	/	/	1.0	0.2	/	-2.0
COCC(C)NC(=O)/C(=C/c1ccccc1)c1ccccc1 (stereo not given)	1.1	6.9	1.1	i	-13.7	-3.0	0.2	-3.4	-0.7
Cc1ccc(C2=NS(=O)(=O)N(C)C(C(=O)NCc3ccco3)=C2)cc1	-19.7	-2.4	0.9	i	18.7	4.2	-0.8	2.7	0.3
Cc1ccc(Cn2c(N)nc3ccccc32)cc1	11.0	2.8	1.5	-0.5	6.0	1.6	1.1	-11.9	6.2
CN(C)c1nc2c(cnn2C)c(=O)[nH]1	3.0	/	0.1	i	1.1	1.9	1.0	-1.1	-4.8
COc1ccc(S(=O)(=O)Nc2ccc(NC(C)=O)cc2)cc1OC	5.5	-5.3	-0.6	i	-6.0	/	0.2	-6.6	-3.0
CN1CCn2c1nc(N1CCOCC1)nc2=O	1.6	-1.7	-0.9	0.8	-0.3	/	0.3	6.4	0.2
CCN(CC)c1ccc(NC(=O)c2ccco2)c(C)c1	-10.8	-5.1	0.3	i	-3.5	/	0.2	-4.2	2.0
CC(=O)N1CCN(c2cc(N3CCCC3)c(F)cc2[N+](=O)[O-])CC1	-51.2	2.2	0.5	-0.4	-14.5	0.0	-0.9	11.6	-6.1
Cc1ccc(CSc2nnc(-c3ccccn3)n2C)cc1	4.5	2.2	0.3	-0.3	-13.4	/	-0.8	16.7	2.9
O=C(N/N=C/c1cccc([N+](=O)[O-])c1)c1ccc(Br)cc1	-4.1	-1.3	-0.4	-0.3	i	10.9*	-0.6	9.6	-1.1
c1ccc2c(c1)Cn1c-2nc2ccccc21	3.6	0.4	3.7	-1.0	0.0&-15.2	/	-0.3	3.0	-1.6
COc1cccc(C=Cc2nccc3ccccc23)c1OC	0.5	/	/	-5.3	/	1.7	-0.7	46.0	-6.1
NC(=O)CN1C(=O)C(=O)N(Cc2ccccc2Cl)C1=O	-0.4	1.2	1.2	1.3	-4.8	0.5	-4.2	2.5	-5.2
Cc1ccccc1NC1=NC(C)(C)N=C(N)N1	-5.7	2.0	2.7	8.3	-11.1	/	1.0	-9.2	-1.6
O=C(O)c1ccc(N/N=C/C=C/c2ccc([N+](=O)[O-])o2)cc1	-40.6	-2.7	1.2	-0.5	/	-0.5	-2.5	-14.7	0.5
CCOC(=O)C1CCCn2c1nc1sc3c(c1c2=O)CCCC3 (stereo not given)	-3.6	-5.4	-0.3	-5.3	-5.5	/	-1.4	5.6	-1.8
Cc1ccc(S(=O)(=O)CCC(=O)OCC(=O)NCCc2ccc(S(N)(=O)=O)cc2)cc1	2.1	/	-1.0	-0.3	4.5	1.0	0.0	-1.2	-0.2
Cc1ccc(C(=O)Nc2ccc(N3CCCCC3)cc2)cc1	3.3	/	1.7	-0.2	-6.7	11.1*	0.2	7.9	-15.5
CC(=O)NCCc1nc2cc(NC(=O)c3cccc([N+](=O)[O-])c3)ccc2n1C	/	0.5	1.5	-1.5	1.9	/	3.3	-1.0	-9.8
CCCCSCc1nc2ccccn2c1Br	-3.1	0.5	0.3	i	-10.7	-0.2	-0.4	4.6	-10.0
OC(CNCc1ccccc1Cl)C(F)(F)F (stereo not given)	-3.8	-0.3	2.3	0.7	12.2	0.8	0.4	0.9	2.0
Cc1ccc(/C=N\NC(=O)/C(=C\Nc2nccc(C)n2)NC(=O)c2ccccc2)cc1	-1.5	-0.9	-0.7	i	/	0.3	-0.9	0.9	-4.6
Further entries.
SMILES	PrPC TRFRET	3CLpro inhibitor	PfHsp40 rescue	Vc quorum ag	PriA SSB inh	TcdB inh	BoNT A protease	Y pestis TopoI	Anthrax LF inh2
O=S1(=O)C[C@H](N2CC[C@@H](O)C2)[C@@H](COCc2ccccc2)N1	7.7	/	/	/	/	0.5	-0.7	/	-7.0
O=C(COC(=O)c1ccc[nH]c1=O)NC1CCCCCC1	-5.0	5.5	0.7	-0.2	5.9	1.1	-0.6	-4.2	2.9
C[C@H](CO)N1C[C@H](C)[C@@H](CN(C)S(=O)(=O)c2ccc(F)cc2)Oc2ccc(NC(=O)C3CCCCC3)cc2C1=O	-3.2	/	0.9	i	-6.1	2.9&-3.7	-0.3	-0.9	4.0
CN(C)C(=O)c1nnsc1Sc1ccc(Cl)cc1	-1.2	1.1	1.4	-0.5	-3.8	1.4	0.7	12.7	-0.4
COc1ccc(NS(=O)(=O)c2cccc3cccnc23)cc1	1.5	-2.9	-1.6	-0.4	14.6	/	0.7	0.9	2.9
COc1ccc(OC)c(C2=Nn3c(nnc3-c3cccc(OC(C)C)c3)SC2)c1	-6.7	-0.2	-1.3	-14.3	-7.0	/	-1.2	-3.0	-14.7
O=C1c2ccc(Br)cc2C(=O)N1c1ccc(Cc2ccncc2)cc1	1.6	-5.2	-0.2	0.2	-1.1	1.7	0.0	12.4	3.4
CCN(c1ccccc1)S(=O)(=O)c1ccc(Cl)c(C(=O)NCC2CCCO2)c1 (stereo not given)	7.9	-0.4	-0.4	-0.5	-2.6	/	-0.1	3.8	-1.9
O=c1oc2cc(Br)ccc2n1CSC1=NCCS1	11.3	-0.6	2.1	i	-9.0	/	0.1	1.5	0.8
CS(=O)(=O)N(CC(=O)N1CCCC1)c1cc(Cl)c(Cl)cc1Cl	/	-2.9	0.4	i	-17.1	0.5	2.6	7.8	-2.2

Grouped by structure: the compounds so far containing four or more nitrogen atoms.
SMILES	PrPC TRFRET	3CLpro inhibitor	PfHsp40 rescue	Vc quorum ag	PriA SSB inh	TcdB inh	BoNT A protease	Y pestis TopoI	Anthrax LF inh2
O=[N+]([O-])c1ccc(NN=CC2CCCCCC2)c([N+](=O)[O-])c1	2.8	/	/	/	/	-0.5	0.1	/	-0.9
CN(Cc1ccccc1)C(=O)c1cccc(NC(=O)Cc2cccc(NC(=O)C3CCN(C(=O)C4CCC4)CC3)c2)c1	-2.3	/	0.1	i	-7.5	0.6	-0.4	25.4	-10.5
O=C(CSc1nc2[nH]ncc2c(=O)[nH]1)Nc1ccc(OC(F)(F)F)cc1	0.2	/	-2.2	-0.3	-6.5	0.4	2.3	7.5	-4.3
CN(C)c1nc2c(cnn2C)c(=O)[nH]1	3.0	/	0.1	i	1.1	1.9	1.0	-1.1	-4.8
CN1CCn2c1nc(N1CCOCC1)nc2=O	1.6	-1.7	-0.9	0.8	-0.3	/	0.3	6.4	0.2
CC(=O)N1CCN(c2cc(N3CCCC3)c(F)cc2[N+](=O)[O-])CC1	-51.2	2.2	0.5	-0.4	-14.5	0.0	-0.9	11.6	-6.1
Cc1ccc(CSc2nnc(-c3ccccn3)n2C)cc1	4.5	2.2	0.3	-0.3	-13.4	/	-0.8	16.7	2.9
Cc1ccccc1NC1=NC(C)(C)N=C(N)N1	-5.7	2.0	2.7	8.3	-11.1	/	1.0	-9.2	-1.6
CC(=O)NCCc1nc2cc(NC(=O)c3cccc([N+](=O)[O-])c3)ccc2n1C	/	0.5	1.5	-1.5	1.9	/	3.3	-1.0	-9.8
Cc1ccc(/C=N\NC(=O)/C(=C\Nc2nccc(C)n2)NC(=O)c2ccccc2)cc1	-1.5	-0.9	-0.7	i	/	0.3	-0.9	0.9	-4.6
COc1ccc(OC)c(C2=Nn3c(nnc3-c3cccc(OC(C)C)c3)SC2)c1	-6.7	-0.2	-1.3	-14.3	-7.0	/	-1.2	-3.0	-14.7

High-throughput results deposited in PubChem BioAssay by several laboratories.
